# Screening data as filed in PubChem.
# MPTP block: permeability transition pore inhibition; isolated mouse mitochondria, Ca2+ swelling absorbance, 30 min; inhibition, % at 10 µM; 360,000 tested, 1.4% active;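 active = inhibition of 50% or more, scaled per plate between neutral and stimulator controls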;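 note: 0% = DMSO wells given calcium and 100% = 1 mM EGTA wells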
# hIAP act: human IAP activation; activation factor at 10 µM; P09923; 330,000 tested, 0.16% active; purified human IAP, CDP-Star luminescence, 30 min; active compounds read high; 1 = vehicle-only enzyme, 0 = enzyme-free background;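 active = activation factor of the enzyme at least 2-fold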; note: the source names both 10 and 20 µM as test concentration; values of inactives mirror those of a sister screen read the other way
# ATG4B inh: ATG4B (human) cysteine protease inhibition. Q9Y4P1. ATG4B cleavage of LC3-PLA2, NBD-HPC fluorescence, 1 h. inhibition, % at 8.33 µM. 340,000 tested, 0.51% active. AID 504462; in the data active = inhibition above about 40%
# Target sequence (Q9Y4P1 whole entry, looked up): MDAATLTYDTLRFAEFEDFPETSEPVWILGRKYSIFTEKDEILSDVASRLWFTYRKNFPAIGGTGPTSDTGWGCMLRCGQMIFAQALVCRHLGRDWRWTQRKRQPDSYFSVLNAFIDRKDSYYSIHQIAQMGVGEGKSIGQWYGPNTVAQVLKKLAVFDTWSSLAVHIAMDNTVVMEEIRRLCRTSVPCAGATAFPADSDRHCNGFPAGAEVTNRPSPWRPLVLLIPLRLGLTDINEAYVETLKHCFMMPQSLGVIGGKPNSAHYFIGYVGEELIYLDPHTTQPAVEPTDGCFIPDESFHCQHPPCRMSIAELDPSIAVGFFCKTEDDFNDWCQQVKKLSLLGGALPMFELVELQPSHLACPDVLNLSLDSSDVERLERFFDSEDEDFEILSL
# APOBEC3A inh: inhibitors of human APOBEC3A DNA deaminase | P31941 | recombinant A3A, FAM/TAMRA ssDNA deamination fluorescence | inhibition, % at 20 µM | 330,000 tested, 0.41% active;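 active = at least 40% inhibition at 20 µM here, with at most 30% in a related deaminase screen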;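 note: plate controls were A3A with DMSO for no effect and wells lacking A3A enzyme for full effect; some results filed as inactive read as strong as hits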
# Target sequence (P31941 whole entry, looked up): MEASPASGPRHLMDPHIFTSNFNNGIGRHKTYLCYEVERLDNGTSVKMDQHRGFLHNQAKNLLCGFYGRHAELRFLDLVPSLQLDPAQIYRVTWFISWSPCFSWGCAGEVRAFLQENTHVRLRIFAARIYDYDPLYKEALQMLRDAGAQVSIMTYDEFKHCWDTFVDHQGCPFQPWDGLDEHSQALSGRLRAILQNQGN
# mIAP act: increases mouse intestinal alkaline phosphatase activity; muIAP, CDP-Star luminescence, 30 min; active compounds read high; 1 = vehicle-only enzyme signal, 0 = enzyme-free wells; activation factor at 10 µM; 330,000 tested, 0.24% active; AID 2805;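 active = activation factor of at least 2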; note: the source names both 10 and 20 µM as test concentration; values of inactives mirror those of a sister screen read the other way
#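 Assay system: mouse IAP enzyme / Compound: DMSO-dissolved test compounds / Timing: 30 min, room temperature / Measured by: luminescence from enzymatic CDP-Star hydrolysis / Control set: DMSO-only wells, enzyme-free buffer wells as negative control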
# APOBEC3G inh: blocks human APOBEC3G single-stranded DNA deamination; AID 493012; 330,000 tested, 0.28% active; recombinant A3G, ssDNA deamination FAM/TAMRA fluorescence; inhibition, % at 20 µM;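 active = inhibition of at least 40% at 20 µM, with no more than 30% in the related APOBEC3A deaminase screen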;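 note: plate controls were DMSO wells with A3G for no effect and wells lacking A3G enzyme for full effect; some compounds called inactive have numbers as strong as hits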
# Target sequence (Q9HC16 whole entry, looked up): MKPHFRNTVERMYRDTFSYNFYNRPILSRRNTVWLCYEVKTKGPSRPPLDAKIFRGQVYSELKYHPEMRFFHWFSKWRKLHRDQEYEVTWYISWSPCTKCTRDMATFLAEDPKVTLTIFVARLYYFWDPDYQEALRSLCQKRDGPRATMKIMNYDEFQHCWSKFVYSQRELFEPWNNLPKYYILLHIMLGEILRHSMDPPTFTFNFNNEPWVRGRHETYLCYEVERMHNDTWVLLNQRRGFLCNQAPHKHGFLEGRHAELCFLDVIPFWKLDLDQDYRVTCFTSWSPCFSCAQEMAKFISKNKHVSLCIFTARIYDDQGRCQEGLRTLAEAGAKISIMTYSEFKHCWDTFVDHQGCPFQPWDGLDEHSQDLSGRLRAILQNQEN
# mIAP inh: mouse IAP inhibition; 330,000 tested, 0.2% active; inhibition, % at 10 µM; purified mouse IAP, CDP-Star luminescence, 30 min;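 active = inhibition of at least 40% at 10 µM in the primary screen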;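 note: plate controls were DMSO with enzyme for no effect and no enzyme wells for full effect; values of inactives mirror those of a sister screen read the other way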
# beta cell repl: inducers of beta-cell replication in MIN6 cells. MIN6 cells proliferation, ATPlite luminescence, 48 h; cells starved in 0.2% serum; 100% = growth in 10% serum. proliferation, % at 10 µM. 330,000 tested, 0.29% active. AID 2380;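 active = compounds whose signal lies at least 3.5 SD above the mean of all wells on their plate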;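 note: 0% = DMSO-treated cells in low-serum medium and 100% = 10% serum control; some compounds called inactive have numbers as strong as hits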
# hIAP inh: blocks human intestinal alkaline phosphatase; 330,000 tested, 0.12% active; purified IAP, CDP-Star luminescence, 30 min; inhibition, % at 10 µM; P09923; AID 2544;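 active = inhibition reaching a set limit with compound at 10 µM in the primary screen, cut at about 35% in these data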;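 note: plate controls were DMSO wells with enzyme for no effect and no-enzyme buffer wells for full effect; values of inactives mirror those of a sister screen read the other way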
# Active calls of the source: *; x = no result given. Compounds were not picked by outcome. Share with any hit: about 3.3%.
# Sequence of screens: MPTP block | hIAP act | ATG4B inh | APOBEC3A inh | mIAP act | APOBEC3G inh | mIAP inh | beta cell repl | hIAP inh
1. Cc1ccc2[nH]c(C)c(/C=C/c3cc[n+](C)cc3)c2c1
→ 0.6 | 0.77 | -6 | 34 | 0.96 | -36 | 4 | -5 | 24
2. COc1cc(CNc2cc(C)ccc2C)cc(OC)c1OC
→ 3.5 | 0.78 | -4 | -4 | 1 | 1 | -1 | 0 | 22
3. C=CCN1C(=O)S/C(=C\c2ccc3c(c2)n(C)c(=O)n3C)C1=O
→ 3.0 | 0.89 | -14 | 6 | 1.1 | -4 | -10 | 0 | 11
4. COc1ccc(/C=N/NC(=O)c2ccc(Cl)cc2Cl)cc1COC(C)=O
→ 2.0 | 0.85 | -12 | -6 | 0.93 | -3 | 7 | 0 | 15
5. O=C(NCCCn1ccnc1)c1ccc(Br)cc1
→ -0.3 | 1.1 | 1 | -1 | 1 | -6 | -2 | -3 | -7
6. COC(=O)c1cccc(NC(=O)c2cc(OC)c(OC)c(OC)c2Br)c1
→ 1.5 | 0.95 | -8 | 0 | 0.85 | -5 | 15 | 1 | 5
7. COc1ccc(-c2cn(CCO)c(CCN)n2)cc1
→ -2.9 | 1 | -1 | 1 | 1 | -4 | -4 | -2 | 0
8. COC1CCCCC1Nc1cc(C)ccc1C (stereo not given)
→ -1.6 | 0.95 | 5 | 1 | 0.96 | -3 | 4 | -3 | 5
9. O=C(NCCNCCO)c1c(O)c2cccc3c2n(c1=O)CCC3
→ -2.0 | 1.2 | 0 | 2 | 1 | -1 | -1 | -1 | -18
10. CCN(C(=O)COC(=O)c1nccnc1N)c1cccc2ccccc12
→ -0.7 | 1.2 | -5 | 0 | 1.1 | -5 | -14 | -3 | -15
11. CCC(=O)Nc1cccc(C2=NOC3(C2)C[C@@H](C(N)=O)N(C(=O)CC(c2ccccc2)c2ccccc2)C3)c1 (stereo not given in full)
→ -0.7 | 1.3 | -9 | -5 | 0.84 | 5 | 16 | -5 | -28
12. C[C@H]1CN([C@@H](C)CO)C(=O)c2cccc(NC(=O)C3CC3)c2O[C@H]1CN(C)S(=O)(=O)c1ccccc1
→ 1.0 | 0.96 | -20 | -2 | 0.99 | -4 | 1 | 0 | 4
13. CCOc1ccc(NC(=O)c2c(NC(=O)CN3CCN(C)CC3)sc3c2CCC3)cc1
→ -1.3 | 1 | x | 1 | 0.93 | 2 | 7 | -7 | -2
14. CCOCCCNC(=O)C(NC(=O)c1ccccc1O)c1ccc(Cl)cc1 (stereo not given)
→ -1.8 | 1.1 | -9 | -3 | 1 | -8 | -1 | 3 | -11
15. O=C(Cn1c(=O)n(-c2ccccc2)c(=O)c2oc3ccccc3c21)Nc1ccccc1
→ 1.9 | 0.97 | -13 | 3 | 1 | -2 | -4 | 0 | 3
16. COc1cc(NC(=O)c2cccnc2)ccc1NC(=O)c1ccccc1Cl
→ -0.9 | 0.99 | -7 | -3 | 0.98 | -8 | 2 | 0 | 1
17. O=C(CCN1CCN(c2ccc(Cl)cc2)CC1)Nc1nccs1
→ -1.9 | 0.81 | -6 | -3 | 0.89 | -6 | 11 | 0 | 19
18. Cc1cc(C)nc(OC(=O)c2c(Cl)cc(Cl)cc2Cl)n1
→ 1.0 | 1 | -7 | -5 | 0.96 | 3 | 4 | 0 | -5
19. COc1ccccc1NS(=O)(=O)c1cc(C(=O)N2CCCCCC2)ccc1C
→ 1.1 | 0.86 | 3 | -1 | 0.99 | -3 | 1 | 0 | 14
20. CCC(C)(C)NC(=O)CSc1nc(Cc2ccccc2)nc2ccccc12
→ 1.6 | 1 | -7 | -5 | 0.95 | -2 | 4 | 0 | 0
21. O=C(Nc1ccccc1C(=O)Nc1ccncc1)c1ccc([N+](=O)[O-])cc1
→ 1.0 | 0.96 | -4 | 4 | 0.98 | -1 | 2 | -2 | 4
22. O=S(=O)(Nc1ccc(Br)cn1)c1cccs1
→ 2.1 | 1.1 | 10 | -6 | 1.1 | -7 | -12 | -2 | -11
23. CC/C(=N/NC(=O)c1ccccc1O)c1c(C)[nH]n(-c2ccccc2)c1=O
→ 20 | 1.5 | 2 | -2 | 0.81 | -3 | 19 | -6 | -45
24. Cc1cccc(NC(=S)Nc2cccc(C(F)(F)F)c2)n1
→ 0.6 | 0.9 | 4 | -1 | 1 | -6 | 0 | 0 | 10
25. O=C(Nc1ncn[nH]1)c1c(Cl)ccc(Cl)c1Cl
→ 0.1 | 0.9 | -5 | 1 | 0.65 | -5 | 35 | -1 | 10
26. CCOc1ccc(NC(=O)c2ccc(S(=O)(=O)N(C)C)cc2)cc1
→ -1.4 | 0.9 | -15 | 1 | 0.94 | 2 | 6 | 0 | 10
27. C=CCCc1ccc(C#N)c(SCc2c(C(=O)OCC)c3cc(OC(C)=O)c(Br)cc3n2C)n1
→ 71* | 0.99 | -1 | 0 | 0.97 | -7 | 3 | -5 | 1
28. CC1(C)OC(=O)N2CCc3ccccc3C21C (stereo not given)
→ 0.7 | 0.92 | -1 | 0 | 1 | -2 | -4 | 1 | 8
29. COc1nc(Nc2cccc([N+](=O)[O-])c2)nc(OC)n1
→ 0.3 | 1 | -9 | -1 | 0.95 | -3 | 4 | 1 | -4
30. Oc1ccc(-c2nc3ccccc3s2)cc1
→ 5.7 | 1.1 | -10 | 0 | 0.94 | -10 | 6 | -5 | -9

# Three structures already listed, arranged by length of the SMILES, low to high.
# Sequence of screens: MPTP block | hIAP act | ATG4B inh | APOBEC3A inh | mIAP act | APOBEC3G inh | mIAP inh | beta cell repl | hIAP inh
3. C=CCN1C(=O)S/C(=C\c2ccc3c(c2)n(C)c(=O)n3C)C1=O
→ 3.0 | 0.89 | -14 | 6 | 1.1 | -4 | -10 | 0 | 11
27. C=CCCc1ccc(C#N)c(SCc2c(C(=O)OCC)c3cc(OC(C)=O)c(Br)cc3n2C)n1
→ 71* | 0.99 | -1 | 0 | 0.97 | -7 | 3 | -5 | 1
12. C[C@H]1CN([C@@H](C)CO)C(=O)c2cccc(NC(=O)C3CC3)c2O[C@H]1CN(C)S(=O)(=O)c1ccccc1
→ 1.0 | 0.96 | -20 | -2 | 0.99 | -4 | 1 | 0 | 4

# Marked active in MPTP block, among the entries above:
no. | structure | MPTP block | hIAP act | ATG4B inh | APOBEC3A inh | mIAP act | APOBEC3G inh | mIAP inh | hIAP inh
27 | C=CCCc1ccc(C#N)c(SCc2c(C(=O)OCC)c3cc(OC(C)=O)c(Br)cc3n2C)n1 | 71* | 0.99 | -1 | 0 | 0.97 | -7 | 3 | 1

# (list continues)
# Sequence of screens: MPTP block | hIAP act | ATG4B inh | APOBEC3A inh | mIAP act | APOBEC3G inh | mIAP inh | beta cell repl | hIAP inh
31. CCOc1ccc(Cl)cc1S(=O)(=O)N1CCC(C(=O)NC2CC2)CC1
→ 0.6 | 0.96 | 0 | -3 | 0.95 | -10 | 5 | 1 | 4
32. COc1cc(/C=N/NC(=O)NC23CC4CC(CC(C4)C2)C3)ccc1OCC(N)=O
→ 0.0 | 0.94 | -3 | -1 | 1.1 | -8 | -8 | -4 | 6
33. COc1ccc(C2C=C(c3ccccc3)Nc3ncnn32)cc1 (stereo not given)
→ -6.2 | 1.1 | -4 | 12 | 1.1 | 6 | -10 | 2 | -10
34. O=C(CSCc1ccc(Cl)cc1Cl)Nc1c[nH]c(=O)[nH]c1=O
→ 1.1 | 1 | -7 | -2 | 0.93 | -7 | 7 | -2 | -3
35. COc1ccc(-c2nn(-c3ccccc3)cc2C=O)cc1[N+](=O)[O-]
→ -1.2 | 0.95 | 5 | -5 | 0.95 | -5 | 4 | -1 | 5
36. Cc1cccc(C)c1N(CC(=O)N1CCN(C)CC1)S(C)(=O)=O
→ -1.9 | 1 | -7 | -5 | 1.1 | -7 | -6 | -1 | 0
37. Oc1ccc(Oc2ncc(Cl)cc2Cl)cc1
→ 5.8 | 0.84 | 8 | -4 | 0.97 | -7 | 3 | -4 | 16
38. Cc1nc2sccn2c(=O)c1S(=O)(=O)Nc1ccc(N2CCOCC2)c(Cl)c1
→ 4.7 | 0.96 | -6 | -1 | 0.98 | -4 | 2 | -1 | 4
39. Cn1c(SCC(=O)NC(C)(C)C)nc(O)cc1=O
→ -1.7 | 1.1 | -6 | -1 | 0.9 | -5 | 10 | -3 | -8
40. Cc1ccc(-c2cc([C@H]3[C@@H]4C=CCC[C@@]4(C)C(=O)N3Cc3ccccc3)ccc2F)cc1
→ 0.5 | 0.83 | -5 | -2 | 0.9 | -2 | 10 | -8 | 17
41. O=C(Nc1ccccc1Cl)c1ccc2c(=O)n3c(nc2c1)CCC3
→ 0.1 | 1.1 | 1 | 10 | 0.96 | 0 | 4 | -4 | -10
42. CN1C(=O)c2cccc3c(Cl)ccc(c23)C1=O
→ 0.7 | 1 | -5 | 2 | 0.98 | -4 | 2 | 6.9* | -3
43. CC(C)=NNc1nc2c(c(=O)[nH]c(=O)n2C)n1CCCc1ccccc1
→ 0.5 | 0.87 | -11 | -1 | 0.97 | -7 | 3 | -5 | 13
44. O=C(c1ccccc1)c1ccc(N2CCCC2)cc1
→ -1.9 | 0.96 | 11 | -5 | 1 | -4 | -3 | 1 | 4
45. C/C(=N\NC(N)=O)c1ccccc1Cl
→ -0.3 | 1 | -8 | 1 | 1.1 | -1 | -8 | 1 | 0
46. COc1ccc(Cl)cc1NC(=O)CN(C)CC(=O)NCc1cccs1
→ 1.3 | 0.9 | 0 | -5 | 1 | -10 | -4 | 6 | 10
47. Cc1ccccc1-c1nnc(SCC#N)o1
→ -0.5 | 0.94 | -14 | -5 | 1 | -11 | -5 | 0 | 6
48. COC(=O)c1ccccc1NC(=O)c1cc2nc(C3CC3)cc(C(F)(F)F)n2n1
→ -0.6 | 0.97 | -1 | 18 | 1 | 1 | -5 | -2 | 3
49. CC(C)NC(=O)Nc1cccc2c1O[C@H](CN(C)C(=O)Nc1ccc(C(F)(F)F)cc1)[C@@H](C)CN([C@H](C)CO)C2=O
→ -0.3 | 0.87 | -2 | -5 | 1 | -7 | -1 | 2 | 13
50. C=CCn1c(Cc2csc(N)n2)nnc1SCC(=O)Nc1ccccc1C(F)(F)F
→ -3.2 | 1 | 4 | -2 | 0.93 | -5 | 7 | 0 | 0
51. CC1C=CCC2C(=O)N(c3ccc(Cl)cc3O)C(=O)C12 (stereo not given)
→ -0.5 | 1 | 8 | -1 | 1 | -4 | -3 | -3 | -3
52. O=C(Nc1ccccc1)N(CCCN1CCOCC1)Cc1cccs1
→ 2.2 | 0.94 | 0 | -4 | 1 | -8 | -2 | -3 | 6
53. Cc1ccccc1NC(=S)NCc1ccco1
→ -0.2 | 1.1 | 4 | -5 | 1 | -12 | -2 | 1 | -7
54. COc1cc2[nH]c(=O)n(Cc3ccc(C(=O)NCC4CCCO4)cc3)c(=O)c2cc1OC (stereo not given)
→ -0.7 | 0.82 | 1 | -5 | 0.91 | -7 | 9 | 1 | 18
55. CCCOc1ccc(Cn2c(=O)oc3ccc(C)cc32)cc1OC
→ 4.8 | 1.1 | -5 | 0 | 0.99 | -1 | 1 | -4 | -6
56. Cn1c(=O)c2c(nc(CN3CCc4ccccc4C3)n2Cc2ccccc2F)n(C)c1=O
→ 0.7 | 1.1 | -7 | -3 | 1 | -2 | -3 | 0 | -9

# Part of the list above, showing only APOBEC3G inh.
no.	smiles	APOBEC3G inh
39	Cn1c(SCC(=O)NC(C)(C)C)nc(O)cc1=O	-5
40	Cc1ccc(-c2cc([C@H]3[C@@H]4C=CCC[C@@]4(C)C(=O)N3Cc3ccccc3)ccc2F)cc1	-2
